PI4K2A inh = blocks human PI4K2A kinase activity; Q9BTU6; purified PI4K2A, ADP-Glo luminescence, 1 h; hits give low values; activity change, negative = inhibition, % at 76.9 µM; 0.13% of 420,000 active; AID 1346378; in the data active = activity change below about -50%; inconclusive = mostly about -30% to -49%;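 note: -100% = wells without enzyme as full effect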
Target sequence (Q9BTU6 whole entry, looked up): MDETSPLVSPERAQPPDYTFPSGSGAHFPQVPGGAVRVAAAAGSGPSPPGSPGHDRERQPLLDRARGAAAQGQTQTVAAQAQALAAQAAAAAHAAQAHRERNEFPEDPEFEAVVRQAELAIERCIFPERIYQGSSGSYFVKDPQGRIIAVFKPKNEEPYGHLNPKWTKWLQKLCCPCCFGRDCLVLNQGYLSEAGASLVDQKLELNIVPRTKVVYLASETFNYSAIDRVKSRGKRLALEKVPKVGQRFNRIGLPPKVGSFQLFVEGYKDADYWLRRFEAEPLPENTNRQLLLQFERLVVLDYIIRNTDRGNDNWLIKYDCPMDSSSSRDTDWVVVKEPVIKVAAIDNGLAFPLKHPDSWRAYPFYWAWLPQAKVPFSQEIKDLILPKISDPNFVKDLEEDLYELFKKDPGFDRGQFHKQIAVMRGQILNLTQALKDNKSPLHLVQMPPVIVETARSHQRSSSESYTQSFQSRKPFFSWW
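ADP-Glo luminescence measured ADP generated by PI4K2A enzyme (4 ug/mL before mixing) with 1.2 mM PI substrate (pre-mix) and 300 microM ATP (pre-mix). Tris pH7.5 buffer with MgCl2, Triton X-100; 1 h reaction at ambient temperature.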
mIDH1 inhibitor = inhibitors of human mutant IDH1 R132H; O75874; IDH1-R132H enzyme, NADPH consumption, diaphorase/resazurin fluorescence; Potency, µM (highest dose often 76.6 µM), without a hit: top-dose activity change, negative = inhibition, most hits filed as inhibitors; 0.093% of 390,000 active; AID 602179; note: potency is the fitted concentration of half-maximal effect; nearly all actives have a fitted effect of over 65% in size
Target sequence (O75874 whole entry R132H, stated change not applied): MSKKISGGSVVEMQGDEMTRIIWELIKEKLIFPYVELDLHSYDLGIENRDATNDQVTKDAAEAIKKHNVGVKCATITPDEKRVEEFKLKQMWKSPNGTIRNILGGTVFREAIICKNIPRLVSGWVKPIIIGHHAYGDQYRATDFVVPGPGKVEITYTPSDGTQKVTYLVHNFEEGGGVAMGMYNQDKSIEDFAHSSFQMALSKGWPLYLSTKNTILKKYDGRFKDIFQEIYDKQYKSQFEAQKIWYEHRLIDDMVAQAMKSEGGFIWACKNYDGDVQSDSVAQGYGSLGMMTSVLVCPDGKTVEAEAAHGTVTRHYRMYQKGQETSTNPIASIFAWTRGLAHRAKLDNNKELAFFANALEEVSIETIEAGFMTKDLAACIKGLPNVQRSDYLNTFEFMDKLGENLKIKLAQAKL
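IDH1-R132H (0.5 ug/mL dispensed) in pH 7.5 Tris buffer was preincubated 30 min with compound, then given a substrate mix of 0.016 mM NADPH and 2 mM alpha-KG for 80 min at room temperature; remaining NADPH was read by diaphorase/resazurin fluorescence.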
USP1 inh = inhibitors of human USP1/UAF1 deubiquitinase; 0.23% of 390,000 active; O94782; recombinant USP1/UAF1, Ub-Rhodamine cleavage fluorescence; Potency, µM (top dose mostly 57.1 µM), inactives show at the highest dose activity change, negative = inhibition, most hits filed as inhibitors; AID 743255; note: potency is the fitted concentration of half-maximal effect; nearly all actives have a fitted effect of over 60% in size; inactives centre near -12
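High-throughput fluorogenic screen: 1nM USP1/UAF1 complex, Ub-Rho substrate 150nM final, 50mM HEPES pH 7.8 with 0.5mM EDTA, 0.1 mg/ml BSA, 1mM TCEP and 0.01% Tween-20.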
An asterisk follows results filed as active; u = inconclusive. Unless noted, calls come from the whole dose curve; as a rule, active = well fitted inhibition curve with a large enough effect; inconclusive = small, poorly fitted or top-dose-only effect; inactive = no such curve, though single readings can be large or run the other way. Unless noted, % is set by controls: 0 for no effect and ±100 for the full control effect. The list is partial; rates above refer to the full screens.

Values run as follows: PI4K2A inh	mIDH1 inhibitor	USP1 inh
> CC1(CCc2ccccc2)NC(=O)N(CC(=O)N2CCc3ccccc32)C1=O (stereo unspecified)
 : -1.4	-4.5%	-3.8%
> CCN(C(=O)c1ccc(NC(=O)C2CCCCC2C(=O)O)cc1)c1ccccc1 (stereo unspecified)
 : -2.3	7.2%	u
> COc1ccccc1NC(=O)N(C)C[C@@H]1OCc2cnnn2CCCC(=O)N([C@H](C)CO)C[C@@H]1C
 : -0.3	12.4%	-16.0%
> CC(=O)c1ccc(OCc2cc(C(=O)N(C)CC3COc4ccccc4O3)no2)cc1 (stereo unspecified)
 : 2.8	1.4%	-26.7%
> COc1ccc(C(O)c2cnc(C)n2Cc2ccccc2)cc1 (stereo unspecified)
 : -11.8	13.8%	-19.6%
> COc1ccc(CN2CCC[C@]3(N[C@H](c4ccc(C(F)(F)F)cc4)[C@@H]4C(=O)N(Cc5ccccc5)C(=O)[C@@H]43)C2=O)cc1
 : -4.4	2.4%	-14.4%
> Cc1ccc(C)c2c1CCC(=Cc1ccccc1[N+](=O)[O-])C2=O
 : 1.9	4.3%	-26.0%
> Cn1c(=NN=Cc2ccccc2OCCO)sc2ccccc21
 : -8.1	14.1%	-23.0%
> CCC(C)N(C(=O)COC(=O)c1ccc(N)c([N+](=O)[O-])c1)C1CCS(=O)(=O)C1 (stereo unspecified)
 : 5.1	0.3%	-5.6%
> O=C(OCc1cn([C@H]2CN(CC3CCCCC3)[C@@H](c3ccccc3)C[C@@H]2O)nn1)c1ccccc1
 : -0.2	-1.9%	-20.7%
> C[C@@H]1CN([C@@H](C)CO)C(=O)CCCn2nncc2CO[C@H]1CN(C)S(=O)(=O)c1ccc(Oc2ccccc2)cc1
 : 4.8	-0.1%	-5.8%
> C[C@H](CO)N1C[C@H](C)[C@H](CN(C)C(=O)c2ccncc2)OCc2ccccc2-c2c(n(C)c3ccccc23)C1=O
 : -0.1	-1.9%	-18.6%
> Cc1c(NC(=O)c2cccc(NC(=O)Cc3ccccc3Cl)c2)c(=O)n(-c2ccccc2)n1C
 : 1.5	2.6%	u
> COc1ccc(CN2CCC[C@]3(N[C@H](c4ccccc4)[C@@H]4C(=O)N(Cc5ccccc5)C(=O)[C@@H]43)C2=O)cc1
 : 1.0	-2.8%	-16.8%
> C[C@H]1Cn2cnc(C(=O)Nc3ccccc3)c2C(=O)N1
 : 3.1	14.4%	-18.1%
> COc1cccc(/C=C/C(=O)OCC(=O)c2ccc[nH]2)c1
 : -1.9	4.1%	-22.9%
> Cc1cc(C)n2nc(C(=O)OCC(=O)NC3CCS(=O)(=O)C3)nc2n1 (stereo unspecified)
 : 1.3	-3.5%	-15.2%
> O=C(c1cc(C2CC2)nn1-c1ccccc1)N1CCN(S(=O)(=O)c2ccc(F)cc2)CC1
 : -0.9	-1.9%	-31.3%
> C[C@@H]1CN([C@@H](C)CO)C(=O)CCCn2nncc2CO[C@H]1CN(C)S(=O)(=O)c1ccc(Cl)cc1
 : -8.3	15.3%	-23.8%
> COc1ncnc2c1ncn2CCCN1CCN(Cc2cccc3ccccc23)CC1
 : 2.1	-1.5%	-0.6%
> C[C@@H]1CCCCO[C@H](CN(C)Cc2ccc(Cl)c(Cl)c2)[C@@H](C)CN([C@H](C)CO)C(=O)c2cc(N(C)C)ccc2O1
 : -5.6	2.1%	-13.8%
> O=C(NCCN1CCOCC1)C1CCN(S(=O)(=O)c2ccccc2)CC1
 : 1.3	2.2%	-24.0%
> CCc1ccc(N2CC(C(=O)N(CC)CC(=O)Nc3c(F)cccc3F)CC2=O)cc1 (stereo unspecified)
 : 4.1	-3.8%	-8.4%
> CC(C)CC1NC(=O)c2cc3ccccc3cc2-n2c1nc1ccc(Cl)cc1c2=O (stereo unspecified)
 : -7.5	-0.2%	1.1%
> C[C@H]1CN([C@@H](C)CO)C(=O)CCCn2cc(nn2)CO[C@@H]1CN(C)C(=O)Nc1ccc(N2CCCCC2)cc1
 : -2.3	11.1%	-17.6%
> CCCCCC(=O)N1C[C@@H](O)[C@H](n2cc(-c3ccc(F)cc3)nn2)C[C@@H]1c1ccc(Cl)cc1
 : -0.4	-1.4%	-25.7%
> CCCCCCNC(=O)OC12CN(C(=O)OC(C)C)N(C(=O)OC(C)C)CC1(O)CN(S(=O)(=O)c1ccc(C)cc1)C2 (stereo unspecified)
 : -3.1	5.9%	u
> C[C@@H]1CN([C@@H](C)CO)S(=O)(=O)c2ccc(Br)cc2O[C@H]1CN(C)C(=O)C1CCOCC1
 : -2.8	-10.8%	-12.8%
> O=C(NCc1nnc(SCC(=O)N2CCOCC2)o1)c1ccccc1
 : 0.8	-2.0%	4.3%
> CCOc1ccc(NC(=O)c2ccc(F)c(S(=O)(=O)N3CCCC3)c2)cc1
 : 1.7	-2.3%	-21.7%
> O=C(NC(Cc1ccccc1)C(=O)N1CCN(c2ccc(F)cc2)CC1)c1ccccc1 (stereo unspecified)
 : -3.7	-4.9%	-26.5%
> Cc1nnc(NC(=O)CCN2C(=O)C3CC=CCC3C2=O)s1 (stereo unspecified)
 : 6.1	8.6%	-22.8%
> Cc1ccc(NC(=O)CSCC(=O)N(C)CC(=O)Nc2c(C)cccc2C)cc1
 : -4.7	7.7%	-4.2%
> CCC1Oc2ccccc2N(CC(=O)N2CC(C)CC(C)C2)C1=O (stereo unspecified)
 : -6.3	1.4%	5.3%
> COc1ccc(Cl)cc1NC(=O)CSc1nc2[nH]ncc2c(=O)[nH]1
 : -0.9	-2.1%	-6.7%
> CCC/C=C/c1ccc(CN2C(C)C(=O)N(Cc3cn(CCC4OCCCO4)nn3)CCS2(=O)=O)cc1 (stereo unspecified)
 : 3.5	8.5%	-24.6%
> C[C@H]1CN([C@@H](C)CO)C(=O)CCCn2cc(nn2)CO[C@@H]1CN(C)C(=O)Nc1cccc(Oc2ccccn2)c1
 : 5.2	-15.6%	-15.8%
> O=C(O)c1ccc2c(c1)S(=O)(=O)c1cc(N3CCN(c4cnccn4)CC3)ccc1C2=O
 : -10.2	12.4%	u
> Nc1c(Br)cc(Br)c2c1[nH]c(=O)c1ccccc12
 : 0.8	-0.5%	u
> CC(=O)NC1CC2CCCC(C1)N2C(=O)Nc1ccc(Cl)cc1 (stereo unspecified)
 : -5.5	-0.5%	u
> O=C1CSC(=S)N1Cc1ccccc1
 : 21.6	4.5%	-18.1%
> C[C@H](CO)N1C[C@H](C)[C@@H](CN(C)C(=O)c2ccc(F)cc2)Oc2cc(Br)ccc2S1(=O)=O
 : -4.2	10.6%	-22.3%
> COc1ccc(/C=C/C(=O)OCC(=O)N2c3ccccc3CC2C)c(OC)c1 (stereo unspecified)
 : 2.8	8.3%	u
> COc1ccc(S(=O)(=O)N2CCOCC2)cc1NC(=O)c1ccc(SC)cc1OC
 : -2.9	14.0%	22.1%
> COC(=O)C[C@H]1C[C@H]2c3cc(NC(=O)C4CCOCC4)ccc3O[C@H]2[C@H](CO)O1
 : -6.6	-2.4%	0.7%
> CCCn1c(CC)nc([N+](=O)[O-])c1Sc1ncn[nH]1
 : 4.5	4.8%	-2.1%
> O=C(N/C=C/n1cnc2cc(C(F)(F)F)ccc21)c1ccc(F)cc1
 : 6.5	6.4%	-21.5%
> C[C@H](CO)N1C[C@H](C)[C@@H](CN(C)C(=O)Nc2ccc3c(c2)OCCO3)OCc2cnnn2CCCC1=O
 : 2.7	1.9%	-28.4%
> COc1ccc(CN2C(=O)C(CC(=O)NCc3cccs3)CC(C(=O)N(C(C)C)C(C)C)=C2C)cc1 (stereo unspecified)
 : -3.1	-3.0%	-17.4%
> Cc1cccc(NC(=O)COC(=O)c2c(-c3ccccc3)noc2C)c1
 : -6.5	10.3%	u
> CCCCCC(=O)N1C[C@H](O)[C@@H](n2cc(COC(=O)c3ccccc3)nn2)C[C@@H]1c1ccc(OC)cc1
 : 0.6	-9.0%	-30.0%
> CCCN(CC(=O)Nc1ccccc1C)C(=O)C1CCN(S(=O)(=O)c2ccc(C)c(C)c2)CC1
 : -2.8	3.3%	u
> CC1C(=O)N(Cc2cn(CC3CCCCC3)nn2)CCS(=O)(=O)N1Cc1ccc(-c2ccc(F)nc2)cc1 (stereo unspecified)
 : -6.5	-4.9%	-9.1%
> Cc1csc(SCC(=O)Nc2cc(F)ccc2C)n1
 : 4.1	-0.6%	-13.9%
> O=C(c1cccs1)N1C[C@H](n2cc(-c3ccc(F)cc3)nn2)[C@@H](O)C[C@@H]1c1ccc(Cl)cc1
 : -4.2	6.5%	u
> COc1ccccc1S(=O)(=O)N(C)C[C@H]1OCc2cnnn2CCCC(=O)N([C@@H](C)CO)C[C@@H]1C
 : -2.5	5.3%	-23.4%
> Cc1ccc([C@H]2C[C@@H](O)[C@H](n3cc(-c4ccc(F)cc4)nn3)CN2C(=O)c2cccs2)cc1
 : -0.5	-13.0%	-19.2%
> COCCn1c(SCC(=O)Nc2ccc3c(c2)OCCO3)nc2ccccc2c1=O
 : -1.7	-3.8%	4.0%
> CCN(CC)C(=O)C1=C(C)N(Cc2ccccc2)C(=O)C(CC(=O)NCc2cccc3ccccc23)C1 (stereo unspecified)
 : -5.2	2.4%	-11.8%
> Cc1ccc(OCC(=O)Nc2cccc(S(=O)(=O)N3CCCC3)c2)cc1C
 : 7.0	10.5%	-17.9%

Carrying on:
Values run as follows: PI4K2A inh	mIDH1 inhibitor	USP1 inh
> C/C(COc1ccccc1)=N\NC(=O)c1nnn(-c2nonc2N)c1-c1ccc(C)cc1
 : -0.9	-14.7%	1.8%
> O=C(NCC(c1ccco1)N1CCCC1)c1cccc(S(=O)(=O)N2CCCCC2)c1 (stereo unspecified)
 : -4.3	8.2%	-24.5%
> COc1ccc(OC)c(C(=O)NC2CCCc3c2cnn3-c2cc(C)cc(C)c2)c1 (stereo unspecified)
 : -5.2	1.2%	-17.2%
> COc1cccc(CNC(=O)COC(=O)c2ccc(-c3ccc(O)cc3)cc2)c1
 : -1.4	-7.6%	-24.9%
> O=C1CC2(CCCC2)C(=O)N1CN1CCN(S(=O)(=O)c2cc(F)ccc2F)CC1
 : 1.7	-1.2%	-15.1%
> Cc1[nH]c2ccccc2c(=O)c1CNCc1ccccc1
 : 2.0	-1.5%	2.3%
> Nc1nc(N)c2cc(S(=O)(=O)c3ccc4ccccc4c3)ccc2n1
 : 7.9	1.7%	-5.0%
> COCCN(C(=O)COC(=O)CSc1cc(C)ccc1C)c1c(N)n(Cc2ccccc2)c(=O)[nH]c1=O
 : 1.6	9.6%	-21.1%
> O=C(NCCOc1ccccc1)c1cccc(S(=O)(=O)N2CCN(Cc3ccccc3)CC2)c1
 : -3.9	3.1%	-23.0%
> CC(C)NC(=O)Nc1ccc2c(c1)C(=O)N([C@@H](C)CO)C[C@H](C)[C@H](CN(C)S(=O)(=O)c1ccccc1)OCCCC[C@H](C)O2
 : -3.3	-6.6%	-23.3%
> Cc1ccc(N(CC(=O)N2CCCCCC2)S(C)(=O)=O)cc1
 : 1.5	-15.1%	u
> COc1c(Cl)c(=O)oc2ccc(Cl)cc12
 : -2.5	12.8%	-16.8%
> COc1ccc(C)cc1NC(=O)COC(=O)c1c(-c2ccccc2)noc1C
 : 0.4	2.5%	-22.7%
> CCN(CC)C(=O)C1=C(C)N(CCCN2CCCC2=O)C(=O)C(CC(=O)NCCN2CCOCC2)C1 (stereo unspecified)
 : 3.9	14.4%	-14.1%
> Cn1nc(N)c2ncc(C(Cl)(Cl)Cl)nc21
 : 3.3	6.0%	-10.3%
> O=C(CSc1ccc(Cl)cc1)NC1CC1
 : 9.6	-2.5%	-22.0%
> COc1ccc(C)c2sc(N(CCN(C)C)C(=O)c3ccc(S(=O)(=O)N(C)c4ccccc4)cc3)nc12
 : -3.6	-2.2%	-15.2%

Part of the list above, limited to mIDH1 inhibitor:
SMILES	mIDH1 inhibitor
Nc1nc(N)c2cc(S(=O)(=O)c3ccc4ccccc4c3)ccc2n1	1.7%
COCCN(C(=O)COC(=O)CSc1cc(C)ccc1C)c1c(N)n(Cc2ccccc2)c(=O)[nH]c1=O	9.6%
O=C(NCCOc1ccccc1)c1cccc(S(=O)(=O)N2CCN(Cc3ccccc3)CC2)c1	3.1%

Record cards, as listed above. Order of screens: PI4K2A inh	mIDH1 inhibitor	USP1 inh
Cn1nc(N)c2ncc(C(Cl)(Cl)Cl)nc21 is listed with 3.3	6.0%	-10.3%
COc1ccc(OC)c(C(=O)NC2CCCc3c2cnn3-c2cc(C)cc(C)c2)c1 (stereo unspecified) is listed with -5.2	1.2%	-17.2%
C/C(COc1ccccc1)=N\NC(=O)c1nnn(-c2nonc2N)c1-c1ccc(C)cc1 is listed with -0.9	-14.7%	1.8%
O=C1CC2(CCCC2)C(=O)N1CN1CCN(S(=O)(=O)c2cc(F)ccc2F)CC1 is listed with 1.7	-1.2%	-15.1%

Assay outcomes from PubChem BioAssay.
